# SK-BR-3 tox 24h = SK-BR-3 proliferation inhibitors. SK-BR-3 viability, CellTiter-Glo ATP luminescence, 24 h; stronger effect = lower value. viability, % at 10 µM. actives 0.47% (n = 41,000);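 active means viability at or below the median of all test compounds minus 3 SD, in both replicates if run twice, cut at about 45% in these data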;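 further: 100% = median untreated cell wells and 0% = median positive control drug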
# Numbers without * were called inactive.
SMILES,SK-BR-3 tox 24h
COc1ccccc1-c1nnc(SCc2ccccn2)n1C,99
CCOC(=O)c1c(C)[nH]c2cc(Br)c(O)cc12,138
Cc1cccn2c(=O)c3cc(C(=O)Nc4ccc(N(C)C)cc4)n(C)c3nc12,79
Oc1ccccc1C1=NCCNC(C(F)(F)C(F)F)=C1,84
c1ccc(COc2cccc(CN3CCN(c4ccccn4)CC3)c2)cc1,65
CC1Oc2ccccc2N(CC(=O)N2CCCc3ccccc32)C1=O (stereo not given),69
CCc1nnc(NC(=O)CSc2nnc(-c3ccc(OC)cc3)n2C)s1,97
COc1ccc(NC2CC(=O)N(C(C)C)C2=O)cc1 (stereo not given),88
CCCNC(=O)c1cccc(COCC(F)(F)C(F)F)c1,97
CC1(C)CC(=O)C2=C(C1)N(CC1CCCO1)C(=O)NC2(C(F)(F)F)C(F)(F)F (stereo not given),89
CC(C)C(=O)N1CCN(c2ccc(NC(=O)c3ccc(Br)o3)cc2)CC1,89
CCOC(=O)c1c(N)nn(C(=O)C(C)C)c1-c1ccccc1,101
Cn1cc(CNC(=O)C2c3ccccc3Oc3ccccc32)cn1,81
CCSc1nnc(NC(=O)NC(CC)(C(F)(F)F)C(F)(F)F)s1,163
COc1ccc(CN2CCN(c3cc(C)nc4c5c(C)cc(C)nc5nn34)CC2)cc1F,78
CCOc1ccccc1NC(=O)CC1Nc2cc(C)c(C)cc2NC1=O (stereo not given),60
COc1cccc(NC(=O)CNC(=O)c2ccccc2)c1,95
Cc1cccc(-n2c(O)c(C=Nc3ccc4c(c3)OCO4)c3ccccc3c2=O)n1,104
CCc1cccc(NC(=O)c2snc3c(=O)[nH]cnc23)c1,88
O=C(NC1CCCCC1)c1ccc(CNc2ccccc2)o1,96
O=S(=O)(N1CCOCC1)n1nnc2ccccc21,94
COc1cccc(NC(=O)Cc2nnc(SCCOc3ccccc3)n2C)c1,82
CC1(C)SCC2C(=O)N3C(CSC3(C)C)C(=O)N21 (stereo not given),115
CC(=O)c1cccc(NC(=O)c2ccc(N(C)S(C)(=O)=O)cc2)c1,77
Cc1ccccc1-n1c(SCc2cc(=O)n3ccccc3n2)nc2[nH]ncc2c1=O,57
SMILES,SK-BR-3 tox 24h
CCC(=O)c1ccc(O)cc1,86
Cc1ccc(SCC(=O)N2CC(C)OC(C)C2)cc1 (stereo not given),84
CCN(CC(=O)N1CCOCC1)S(=O)(=O)c1ccc(C)cc1,85
COc1ccc(N2C(=O)CCC(C(=O)NCCN3CCOCC3)C2c2ccc(OC)c(OC)c2)cc1 (stereo not given),91
COc1ccc(Nc2cc(C(=O)NCCCN3CCN(C)CC3)c3ccccc3n2)c(OC)c1,73
CCCc1ncc(C(O)c2cccc3ccccc23)n1C (stereo not given),89
Cc1ccccc1Nc1nc(N)nc(CN2CCN(c3ccccn3)CC2)n1,91
CCCc1cc(=O)n2[nH]c(NCc3c(Cl)cccc3Cl)nc2n1,85
Cc1ccc(-c2nnn(CC(=O)NCc3ccccc3)n2)c(-n2cnnn2)c1,93
Cc1ccccc1C(OCCN(C)C)c1ccccc1 (stereo not given),98
CC(=O)Nc1cccc(NC(=O)c2c(-c3ccccc3)noc2C)c1,79
CCCc1nnc(NC(=O)CN2CCOCC2)s1,82
O=C(Oc1ccccc1)c1c(Cl)cccc1P(=O)(O)O,99
O=C(c1cccc(COCC(F)(F)C(F)F)c1)N1CCN(c2ccccc2)CC1,79
CS(=O)(=O)N(CCc1ccccc1)CC(=O)Nc1ccc2c(c1)OCO2,98
Cn1c(=O)oc2cc(S(=O)(=O)N3CCN(c4ccccc4)CC3)ccc21,90
Cn1c(SCC(=O)NCc2ccccc2)nnc1C1CC1,111
Cc1ccc(-c2cnc(NC(=O)CCC(=O)N3CCCCC3)n2C)cc1,76
Cc1ccc(C(=O)Nc2ccccc2N2CCN(C(=O)C(C)C)CC2)cc1C,82
O=C(c1ccco1)N1CCN(c2c(-c3ccccc3)c3cc(Cl)ccc3[nH]c2=O)CC1,99
COCCOC(=O)C1=C(C)OC(N)=C(C#N)C1c1ccco1 (stereo not given),131
Cc1cccc(Nc2nc(N)nc(CN3CCN(Cc4ccc5c(c4)OCO5)CC3)n2)c1,85
O=C(Oc1nsnc1N1CCCCC1)N1CCOCC1,93
CCCc1[nH]nc2c1C(CCc1ccccc1)C(C#N)=C(N)O2 (stereo not given),94
COc1ccc(/C(O)=C2/C(=O)C(=O)N(CCCC(=O)O)C2c2ccc(OC)c(OC)c2)cc1 (stereo not given),98
SMILES,SK-BR-3 tox 24h
Cc1cccc(C)c1NC(=O)C(NC=O)c1ccc(N(C)C)cc1 (stereo not given),89
CCOC(=O)NC(Nc1nc2ccccc2s1)(C(=O)OCC)C(F)(F)F (stereo not given),76
O=C1[C@@H]2Cc3ccccc3CN2C(=O)N1c1cccc(F)c1,101
CCOC(=O)c1nn(-c2ccccc2)c(=O)c2c(N)scc12,92
Cc1cc(C(F)F)n2nc(C(=O)Nc3ccc(S(=O)(=O)N4CCCC4)cc3)nc2n1,83
c1coc(CNc2nc3sc4c(c3c3ncnn23)CCCC4)c1,86
O=C(Cc1cccs1)N1CCN(C(=O)C2CCCO2)CC1 (stereo not given),95
CC(=O)N1CSCC1C(=O)O (stereo not given),76
O=C(OC1CCCCC1)c1ccc2c(c1)C1C=CCC1C(C(=O)O)N2 (stereo not given),99
CC1(C)CC(=O)C2=C(C1)Nc1ccccc1NC2c1cccnc1 (stereo not given),103
CCCn1c(NCc2cccc(OC)c2O)nc2ccccc21,76
COc1ccc(C2CC(c3cc(Br)ccc3F)n3nnnc3N2)cc1 (stereo not given),79
CC(C)C1N(c2ccccc2)C(N)=C(C#N)C1(C#N)C#N (stereo not given),105
O=C(COc1ccccc1)OCc1cc2ccccc2[nH]c1=O,125
COc1cc(-n2nc(C)c3c2OC(N)=C(C#N)C3c2ccccc2)c(Cl)c(Br)c1O (stereo not given),92
CCNC(=O)Cn1cnc2c1c(=O)n(C)c(=O)n2C,119
COC(=O)/C=C/S(=O)(=O)c1ccc(NC(C)=O)cc1,2.1*
O=C(Nc1nnc(SCc2ccccc2)s1)c1cccs1,96
COc1ccc(C2c3c(oc4ccccc4c3=O)C(=O)N2CCN2CCOCC2)cc1OC (stereo not given),79
O=C(Nc1cccc2ccccc12)OC1C=CS(=O)(=O)C1 (stereo not given),85
COCCN1C(=O)c2ccc(C(=O)NCc3cccnc3)cc2C1=O,82
CC(C)OC(=O)c1c(NC(=O)CCn2nnc3ccccc32)sc2c1CCCC2,74
CC(C)Cn1c(=O)c2c(c3ccccc31)OC(C)C(=O)N2 (stereo not given),100
O=CN(Cc1ccco1)C1(C(=O)NC2CCCCC2)CCCCC1,127
CC(=O)NC1(C(F)(F)F)NC(=O)N(CC(C)C)C1=O (stereo not given),81
SMILES,SK-BR-3 tox 24h
CCN(CC)S(=O)(=O)c1ccc(S(=O)(=O)Nc2cc3c(cc2C(C)=O)OCO3)cc1,101
COc1cc(O)c2c(c1)OC(C)(C)CC2=O,91
O=C1CC(C(=O)N2CCOCC2)C2(CCCC2)O1 (stereo not given),92
COc1ccc(-n2nnnc2SCC(=O)Nc2cccc(C)n2)cc1OC,75
Cc1ccc(Cl)cc1N1CCN(C(c2cccnc2)c2nnnn2C2CCCCC2)CC1 (stereo not given),84
COCc1nnc(NC(=O)c2ccc(S(=O)(=O)N3CCCCCC3)cc2)o1,47
Cc1ccc(S(=O)(=O)Cn2nnnc2C(C(C)C)N2CCc3ccccc3C2)cc1 (stereo not given),80
CCOC(=O)C1=C(C)Nc2nc3ccccc3n2C1c1ccncc1 (stereo not given),107
COc1ccc(-c2noc(C3CCCN(C(=O)c4ccccc4OC)C3)n2)cc1OC (stereo not given),57
O=C(NCc1ccc2c(c1)OCO2)c1cccc(N2CCCC2=O)c1,73
CCN1C(=O)CC(N2CCC(Cc3ccccc3)CC2)C1=O (stereo not given),74
Cc1ccccc1OCC(=O)Nc1ccccc1N1CCOCC1,90
COc1ccc(OC)c(NC(=O)CSc2nnnn2-c2ccc3c(c2)OCO3)c1,81
O=C(NC1CCSC1=O)c1cccc(C(=O)NC2CCSC2=O)c1 (stereo not given),88
CC(C)(C)c1ccc(O)c(N)c1,81
CC(C)(C)NC(=O)Cn1ccc(=N)c2ccccc21,88
Cc1cc(Cl)ccc1OCC(=O)N1C(C)CCCC1C (stereo not given),88
N#CC1=C(SCC(=O)NC23CC4CC(CC(C4)C2)C3)NC(=O)C(C#N)C12CCCCC2 (stereo not given),102
O=C1NC2c3ccccc3C(=O)N2c2c1cnn2-c1ccccc1 (stereo not given),114
COCc1cc(C)nc(SCC(=O)Nc2ccc(C)c(C)c2)c1C#N,101
CCOc1ccc(N=C2NC(=O)C(CC(=O)O)S2)cc1 (stereo not given),104
O=C(C1CCN(C2CC(=O)N(c3ccc(Cl)cc3)C2=O)CC1)N1CCOCC1 (stereo not given),87
OCc1ccnc2c(O)cccc12,96
CN(Cc1ccco1)C(=O)c1ccc(N2CCCC2=O)cc1,88
Cc1cccc(OCC(=O)Nc2ccc(N3CCN(S(C)(=O)=O)CC3)cc2)c1C,107

# Taken from above.
# Under SK-BR-3 tox 24h, `CC(C)OC(=O)c1c(NC(=O)CCn2nnc3ccccc32)sc2c1CCCC2` has 74
# Under SK-BR-3 tox 24h, `Cc1cccc(C)c1NC(=O)C(NC=O)c1ccc(N(C)C)cc1` (stereo not given) has 89
# Under SK-BR-3 tox 24h, `CC1Oc2ccccc2N(CC(=O)N2CCCc3ccccc32)C1=O` (stereo not given) has 69
# Under SK-BR-3 tox 24h, `CCCc1[nH]nc2c1C(CCc1ccccc1)C(C#N)=C(N)O2` (stereo not given) has 94
# Under SK-BR-3 tox 24h, `Cc1ccccc1C(OCCN(C)C)c1ccccc1` (stereo not given) has 98
# Under SK-BR-3 tox 24h, `CCOC(=O)c1nn(-c2ccccc2)c(=O)c2c(N)scc12` has 92
# Under SK-BR-3 tox 24h, `CCc1nnc(NC(=O)CSc2nnc(-c3ccc(OC)cc3)n2C)s1` has 97
# Under SK-BR-3 tox 24h, `COc1ccc(CN2CCN(c3cc(C)nc4c5c(C)cc(C)nc5nn34)CC2)cc1F` has 78

# Next entries.
SMILES,SK-BR-3 tox 24h
O=C(CSc1nnc(CCCO)n1-c1ccccc1)Nc1nccs1,104
CC(C)Cc1n[nH]c(=O)[nH]1,86
O=c1cc(-c2ccccc2)nc2nc(-c3ccccc3)[nH]n12,80
CCn1c(CNc2ccc(F)cc2)nnc1SCC(=O)Nc1ccc(OC)cc1OC,94
Cn1cc(-c2nc3ccccc3[nH]2)c2ccccc21,90
O=C(CCCSc1nc(-c2ccco2)cc(C(F)(F)F)n1)NCc1cccs1,96
CCNc1nc(Oc2ccc(=O)n(C)n2)nc(N2CCOCC2)n1,108
COc1ccccc1NC(=O)Nc1ccc(Br)cn1,116
Cc1noc(COc2ccc(OCc3nc(C)no3)cc2)n1,81
C=CCN1CC(O)=C(c2ccccc2)C1=N,84
OCCN1CCN(C(c2cccs2)c2ccc3cccnc3c2O)CC1 (stereo not given),91
CCOC(=O)N1CCC2(CC1)C(C#N)=C(N)Oc1c2c(C)nn1-c1cccc(Cl)c1,77
CCOC(=O)N1CCN(S(=O)(=O)c2ccc(OCC(=O)OC)c(C)c2)CC1,87
CCOc1ccc(OCC)c(NC(=O)CSc2nc3c(c(=O)n(C)c(=O)n3C)n2C(C)C)c1,94
O=C(Nc1cccc(OC(=O)c2ccco2)c1)c1ccco1,71
CC(=O)Nc1cc2c(cc1C(=O)c1ccccc1)OCCO2,104
CCCSc1nnc(NC(=O)Nc2ccc(F)cc2)s1,160
Cc1cccc(-n2c(CCCN3C(=O)c4ccccc4C3=O)nc3ccccc3c2=O)n1,106
CCN(Cc1ccccc1)C(=O)CSc1nc(C)cc2c1C(=O)OC2,113
Cc1ccc(S(=O)(=O)N2CCCC2C(=O)Nc2nc3c(s2)CCCC3)cc1 (stereo not given),106
COc1cc(C2C(C(C)=O)=C(O)C(=O)N2CCc2ccc(OC)c(OC)c2)ccc1O (stereo not given),99
CCOc1ccc(NC(=O)CCS(=O)(=O)c2cccc3nsnc23)cc1,80
Cc1c(N=Cc2c(O)n(C3CCCCC3)c(=O)[nH]c2=O)c(=O)n(-c2ccccc2)n1C,81
O=C(O)COc1ccc(Br)cc1/C=N/O,116
O=C(Cc1cccs1)Nc1ccc(C(=O)O)cc1,89

# By substructure, those above containing a tert-butyl group.
SMILES,SK-BR-3 tox 24h
CC(C)(C)c1ccc(O)c(N)c1,81
CC(C)(C)NC(=O)Cn1ccc(=N)c2ccccc21,88

# (further entries)
SMILES,SK-BR-3 tox 24h
O=C(NC1(C(F)(F)F)NC(=O)N(C2CCCCC2)C1=O)c1cccs1 (stereo not given),94
C#CC1(O)CC(C)NCC1(C)CCC#N (stereo not given),72
COc1ccc(N2CCCCn3c2nc2c3c(=O)[nH]c(=O)n2C)cc1,91
Clc1ccccc1Cn1nnc(-c2cccs2)n1,101
COC(=O)CC1SC(=O)NC1=O (stereo not given),89
C=C(C)CSc1nnc(-c2ccc(OC)c(OC)c2)n1N,104
COCCOC(=O)c1c(C)oc2ccc(OCC=C(C)C)cc12,91
Cc1[nH]nc2c1C(c1ccc(F)cc1)C(C#N)=C(N)O2 (stereo not given),99
O=C(Nc1ccc2c(c1)OCO2)Nc1cnccn1,96
CCCCC(=O)Nc1ncc(Br)s1,108
[O-]/[N+](=C/c1ccc(F)cc1)c1ccccc1,149

# Six neighbouring entries from above, for reference:
SMILES,SK-BR-3 tox 24h
O=C(NC1(C(F)(F)F)NC(=O)N(C2CCCCC2)C1=O)c1cccs1 (stereo not given),94
C#CC1(O)CC(C)NCC1(C)CCC#N (stereo not given),72
COc1ccc(N2CCCCn3c2nc2c3c(=O)[nH]c(=O)n2C)cc1,91
Clc1ccccc1Cn1nnc(-c2cccs2)n1,101
COC(=O)CC1SC(=O)NC1=O (stereo not given),89
C=C(C)CSc1nnc(-c2ccc(OC)c(OC)c2)n1N,104

# High-throughput results deposited in PubChem BioAssay by SRMLSC.

# A portion of the library. The share of hits here may be higher or lower than overall.
